Source: PubChem (National Center for Advancing Translational Sciences (NCATS))
KDM5B inh: Primary screen for KDM5B Histone Demethylases FDH-coupled qHTS | KDM5B demethylase, FDH-coupled NADH fluorescence (FDH is formaldehyde dehydrogenase) | Potency, µM (top dose mostly 57.7 µM), for the others: at the top dose activity change, negative = inhibition, most hits filed as inhibitors | 220,000 tested, 2.6% active; active means well fitted inhibition curve with a large enough effect; inconclusive means small, poorly fitted or top-dose-only effect; inactive means no such curve, though single readings can be large or run the other way; further: 0% is about no effect; nearly all actives have a fitted effect of over 70% in size
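Here, H3K4me3 peptide (12.5 µM in substrate mix) is demethylated by KDM5BΔAP, 200 nM final, after 10 min compound exposure. Formaldehyde product is coupled through FDH (0.25 U/mL in mix) to NADH fluorescence; 30-min ΔRFU feeds dose-response curves.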
Numbers without * were called inactive; ? = inconclusive; & = joins results of further samples; [ ] = remark or other dose. Potency means the concentration at half of the fitted maximal effect. The list is partial; count on the stated rates, not on these rows.

SMILES | KDM5B inh
CCCNc1c(NC(=O)c2cccs2)c(=O)oc2ccccc12 | 0.6%
COc1ccc(-c2noc(C(=O)O)c2[C@@H](C)NS(=O)(=O)CC(C)C)cc1 | 5.1%[86.2 µM]
COc1cccc(Oc2coc3cc(OCc4ccc(F)cc4)ccc3c2=O)c1 | -8.7%
CC(=O)N/N=C/c1ccc(C(C)C)cc1 | 3.9%
O=C(N[C@H]1C[C@@H](CO)N(Cc2cccs2)C1)c1cccnc1 | -5.2%
Cc1nc(-c2c3n(c(=O)n(CC(=O)Nc4cccc(F)c4)c2=O)CCCC3)no1 | 4.0%
CN(c1ccccc1)S(=O)(=O)c1ccc(NC(=O)COc2ccccc2)cc1 | 18.6%
CCn1c(N2CCN(Cc3ccccc3F)CC2)nc2c1c(=O)[nH]c(=O)n2C | 4.0%
CCOC(=O)c1ccccc1NC(=O)N1CCOc2ccc(Cl)cc21 | ?
COc1cc2cc(CN3CCC[C@@H]3CO)c(-c3cccc(Cl)c3)nc2cc1OC | 25.1µM*
COc1ccc(OCC(=O)Nc2cc(-c3ccccc3)no2)cc1 | 13.1%
COCCC1(NS(C)(=O)=O)CCN(S(=O)(=O)c2ccc(C#N)cc2)CC1 | -16.3%
COc1ccccc1N1CCN([C@H]2[C@@H]3OC[C@@H](O3)[C@@H](NCc3cnc4ccccc4c3)[C@@H]2O)CC1 | -11.3%
COCCc1noc(C2CN(C(=O)C3CCOC3)C2)n1 (stereo unspecified) | -1.3%
Cc1ccc(NC(=O)CSc2nc3cc([N+](=O)[O-])ccc3o2)cc1 | 5.1%
COc1ccc(C(=O)N2C[C@@H](CO)[C@H](c3nc(C4CC4)no3)C2)cc1 | 31.0%
Cc1cccc(NC(=O)C2(C)CCCCC(=O)N2)c1 (stereo unspecified) | -7.8%
CCOc1ccc(-c2nonc2NC(=O)c2oc3ccc(F)cc3c2C)cc1 | -9.2%&-4.7%
O=C(Nc1ccc([C@@H](O)[C@H]2COCC(=O)N2CC2CC2)cc1)c1ccco1 | 22.0%[86.2 µM]
CNC(=O)c1ccc2c(c1)CCCN2C(=O)c1ccc(Cl)cc1 | -3.2%
CCC(N)(CC)c1cn(CC2CCCN(S(C)(=O)=O)C2)nn1 (stereo unspecified) | ?
CSCCC(NC(=O)c1ccc2ccccc2n1)C(=O)NC1CC1 (stereo unspecified) | 13.9%
CCCc1c(C(=O)Nc2ccc(NC(C)=O)cc2)nnn1-c1ccc2noc(-c3ccccc3)c2c1 | 10.1%
Cc1nc(NCCC(C)C)sc1C(=O)NCc1ccco1 | 12.7%
CC(C)N(C(=O)c1ccc(Br)cc1)C(C)C | 11.0%
CN1CCN(CCCOc2ccccc2CN2CCc3nc[nH]c3C2)CC1 | ?
CN1CC[C@H]2CN(S(=O)(=O)c3ccc(NC(N)=O)cc3)C[C@H]21 | 25.7%
CCC1=NS(=O)(=O)c2cc(NC(=O)C3CC3)ccc2N1CCOC | -3.5%
CCOC(=O)Cn1c(C2CC(=O)N(Cc3ccccc3)C2)nc2ccccc21 (stereo unspecified) | 5.5%
Fc1cc(F)cc(CNc2ncncc2-c2nc(-c3ccccc3)no2)c1 | ?

Shown with each value named: 4 of the compounds above
> CN1CCN(CCCOc2ccccc2CN2CCc3nc[nH]c3C2)CC1
  KDM5B inh: ?

> CC(=O)N/N=C/c1ccc(C(C)C)cc1
  KDM5B inh: 3.9%

> Cc1cccc(NC(=O)C2(C)CCCCC(=O)N2)c1 (stereo unspecified)
  KDM5B inh: -7.8%

> COCCc1noc(C2CN(C(=O)C3CCOC3)C2)n1 (stereo unspecified)
  KDM5B inh: -1.3%

Further records
SMILES | KDM5B inh
CCOc1ccc(N2CC(c3nc4ccccc4n3CCCCOc3ccc(OC)cc3)CC2=O)cc1 (stereo unspecified) | 8.4%
O=C1CN(C(=O)Cc2ccc(F)cc2)C(c2ccccc2)c2cc(Cl)ccc2N1 (stereo unspecified) | -20.8%
O=C(CSc1ccccc1)Nc1ccc(N2CCOCC2)c(F)c1 | 1.7%
CN(CCC1CCCCO1)C(=O)CCc1nnc(Cc2c[nH]c3ccccc23)o1 (stereo unspecified) | 14.8%
O=C1NC[C@@H](CCC(=O)N2CCCC2)N2C[C@@H](NCc3cccc(Cl)c3)C[C@@H]12 | ?
CCCNc1c(C)cccc1C | 24.1%
O=C(CSc1nc2c([nH]c3ccccc32)c(=O)n1-c1ccccc1)NCc1ccc(F)cc1 | -22.5%
O=C(Nc1ccccc1C(=O)OCc1cc(=O)n2nc(C3CC3)sc2n1)c1cccc(F)c1 | 2.6%
CN(Cc1ccnn1C)C1CCCc2ccccc21 (stereo unspecified) | 2.3%[86.2 µM]
Cc1ccc(-c2cc(C(=O)OC(C)C(N)=O)c3ccccc3n2)cc1 (stereo unspecified) | ?
CCOC(=O)C(NC(=O)Cc1coc2c(C)c(C)ccc12)C(=O)OCC | 9.5%
O=C(NCC12CC3CC(CC(C3)C1)C2)c1cc2nc(-c3ccccc3)cc(C(F)(F)F)n2n1 | -11.8%
CNc1ccc(C(=O)N2CCC(CCn3cccn3)CC2)cn1 | 22.4µM*
COc1cccc(-c2nc(-c3ccc(S(=O)(=O)N4CCCCC4)cc3)cs2)c1OC | 10.4%
O=C(CC[C@H]1NC(=O)c2ccccc2NC1=O)Nc1ncc[nH]1 | 6.3%

Among those listed so far, two have two or more sulfur atoms.
SMILES | KDM5B inh
COCCC1(NS(C)(=O)=O)CCN(S(=O)(=O)c2ccc(C#N)cc2)CC1 | -16.3%
COc1cccc(-c2nc(-c3ccc(S(=O)(=O)N4CCCCC4)cc3)cs2)c1OC | 10.4%

The results go on:
SMILES | KDM5B inh
Cc1nc2c(NC3CCN(C(=O)c4cnccn4)CC3)cccn2n1 | ?
CCc1nc2c(c(-c3ccc(Cl)cc3)n1)CCN([S+](=O)([O-])c1ccccc1)CC2 | -20.6%
CCn1nc(C)c2c(-c3ccccc3)cc(=O)n(C(C)C(=O)NCc3ccccc3OC)c21 (stereo unspecified) | ?
CCCN1CCCC2(Cc3ccccc3CN(C(=O)Cc3ccccc3)C2)C1 (stereo unspecified) | 15.0%[115 µM]
CC(Sc1nnnn1C(C)(C)C)C(=O)c1cccc(Cl)c1 (stereo unspecified) | 11.6%
Nn1c(SC(C(=O)N2CCCCC2)c2ccccc2)nnc1-c1ccccc1F (stereo unspecified) | 7.8%
O=C(c1cc(C2CC2)nc2ccccc12)N1CCC(C(=O)N2CCCCCC2)CC1 | -14.1%
Cc1noc(C)c1CC(=O)N1CCC(c2noc(-c3cnccn3)n2)C1 (stereo unspecified) | -15.8%
COc1cc(C(=O)OCC(=O)NC(=O)NCc2ccco2)cc(OC)c1C | -17.2%
COc1ccccc1NC(=O)C1=C(C)Nc2nnnn2C1c1ccc(C(F)(F)F)cc1 (stereo unspecified) | -22.2%
NC(=O)CN1CCC(NC(=O)c2cccc(Cl)c2)CC1 | 11.4%
CCc1ccc(/C(C)=N/NC(=O)c2ccc(C(C)(C)C)cc2)cc1 | 10.9%
Nc1c(-c2ccc3c(c2)OCCO3)oc2ccccc2c1=O | ?
O=C(NC1CCN(C(=O)N2CC3CC(C2)[C@H]2CCCC(=O)N2C3)CC1)c1ccccc1 (stereo partly specified) | 9.6%
O=C(O)c1cc(-c2ccccc2)nn1Cc1ccccc1 | -10.0%
CN1Cc2ccc(CN(C)C(=O)C3CCN(Cc4ccco4)CC3)cc2C1 | 30.8%[activator]
CCC(=O)Nc1cc(-c2cn3cccnc3n2)ccc1OC | ?
CCc1ccc(NC(=O)N2CCCC(c3noc(COc4ccccc4)n3)C2)cc1 (stereo unspecified) | -6.7%
CCN1C(=O)C(CC(=O)Nc2ccc(OC)cc2)N(CCc2ccccc2F)C1=S (stereo unspecified) | 15.3%
Cc1cc(C(=O)N2CCCCC2)c2c(C3CCNC3)noc2n1 (stereo unspecified) | 89.1µM*
COc1ccccc1N1CCN(C(CNC(=O)C(=O)NCCCN(C)C)c2cccnc2)CC1 (stereo unspecified) | 15.2%
COCCNC(=O)[C@@H]1C[C@H](Oc2cccnc2)CN1C(=O)c1ccc(OC)cc1OC | 28.0%
Cc1ccc2c(=O)cc(C(=O)Nc3sc4c(c3C(=O)NCC3CCCO3)CCCC4)oc2c1C (stereo unspecified) | -6.8%
O=C(CCc1ccccc1)N1CCC(O)(c2csc(CN3CCc4ccccc4C3)n2)CC1 | -17.2%
Cc1oc2ccc(O)c(CN(C)Cc3ccccc3)c2c1C(=O)Nc1cccc(C(F)(F)F)c1 | ?
CCN1C(=O)Cc2ccccc2C1C(=O)NCc1cccc(F)c1 (stereo unspecified) | -21.5%
O=C(NC1CCCC1)c1ccc2c(c1)N(S(=O)(=O)c1ccccc1)CC2 | -11.6%
CCC(=O)N1CCN(c2nc3c(s2)CC(C(=O)NC2CCCCCC2)CC3)CC1 (stereo unspecified) | 3.0%
Cc1cccc(NC(=O)c2cc(C)nc3ccccc23)n1 | 6.0%
COc1ccc(CNC(=O)c2nnn3c2CN(Cc2cccc(Cl)c2)C(=O)CC3)cc1OC | -8.6%
CC#CC[N+](C)(C)CCCCCCCCCC | 11.9%
O=C(NCC1CCCN(C(=O)c2ccc3[nH]ccc3c2)C1)c1ccc(-c2ccccc2)cc1 (stereo unspecified) | ?
N#Cc1ccc(C(=O)N2CCCCCCNC(=O)[C@@H]3C[C@@H](c4nc(-c5cccnc5)no4)C[C@@H]32)cc1 | -13.2%
COCCCNC(=S)Nc1ccccc1C(C)(C)C | 6.9%
COc1ccc(-c2noc(CN(C)C(=O)c3ccc4c(c3)OCO4)n2)cc1OC | -1.9%
CC(C)C(=O)NS(=O)(=O)c1ccc(NS(C)(=O)=O)cc1 | 34.6%
O=C(Nc1c(-c2ccccc2)nc2sccn12)c1cccc(S(=O)(=O)N2CCOCC2)c1 | -7.1%
Cc1cccc(-c2cc(NC(=O)C(C)(C)C)n(-c3ccccc3)n2)c1 | -29.7%
COc1cccc(Nc2ccnc(-c3nnc(C)n3C3CCCCC3)c2)c1 | 5.5%[86.2 µM]
Cc1ccc(N2CC(C(=O)OCC(=O)c3ccc(F)cc3)CC2=O)cc1 (stereo unspecified) | 13.0%
O=C(O)c1nn(CCSc2ccccc2F)c(=O)c2ccccc12 | 15.8%
O=C(Nc1ccc2c(c1)CN(Cc1ccccc1F)C(=O)CO2)c1ccc(Cl)cc1 | ?
COc1ccc2[nH]c3c(c2c1)CCNC31CCN(C(=O)CNC(C)=O)CC1 | ?
O=C(NCc1ccco1)Nc1cccc(-c2ccc(N3CCCC3)nn2)c1 | ?
Cc1ccc(NC(=O)c2nc3ccccc3nc2N2CCOCC2)cc1F | 7.7%
O=C(CSc1cn[nH]n1)Nc1ccccc1C(F)(F)F | 27.3%
Cc1nn(-c2ccccc2)c(C)c1C(=O)NCc1ccccc1F | 15.9%
CC(=O)c1ccc(C(=O)N(CCN(C)C)c2nc3c(Cl)cccc3s2)cc1 | -24.0%
CCc1ccc2nc(C)cc(C(=O)N3CCN(c4ccccc4)C(=O)C3)c2c1 | -19.3%
COc1ccc(CNC(=O)c2ccc(NC(=O)N3CCSc4ncccc43)cc2)c(OC)c1 | ?
COc1ccc(C(=O)N[C@@H]2CCC[C@@H]2C(=O)N(C)C)cc1 | -10.0%
COc1ccc(-c2ccc(NS(=O)(=O)c3cc(C)c(C)cc3C)cc2)nn1 | -21.9%
CCOc1cc(=O)n2c(c1C(=O)Nc1cc(Cl)ccc1Cl)CCCC2 | 11.7%
COC(=O)c1c(C)oc(C)c1S(=O)(=O)Nc1ccccc1 | 16.0%
Cc1ccc(CN2CC3(COCC2=O)CN(c2ccccc2)C3)cc1C | -16.2%[86.2 µM]
Cc1n[nH]c(C)c1Cc1ccc(C(=O)N2CCC(CCOc3ccc(F)cc3)C2)o1 (stereo unspecified) | 22.5%
CCN(C1CCOCC1)C1CN(C(=O)c2nccn2C)C1 | 4.7%
O=C(Nc1cccc(F)c1)[C@@H](c1ccccc1)N1Cc2ccccc2C1=O | -1.7%
C=CCNC(=O)N1CCOC(CN(CC(C)C)C(=O)c2ccc(C)cc2)C1 (stereo unspecified) | 16.2%
CCCCNC(=O)C1(O)c2ccccc2NC(=O)N1c1ccc(Cl)cc1 (stereo unspecified) | 19.0%

The list goes on.
SMILES | KDM5B inh
COc1ccc2nc3n(c2c1)[C@@H](CNCc1ccc(C#N)cc1)COC3 | 28.2µM*
CCc1ccc(NC(=O)CSc2nnc(-c3cc4occc4n3C)n2-c2ccccc2C)cc1 | -16.3%
COc1cc(/C=N/Nc2cc(C)nc(N)n2)ccc1O | ?
CCn1c(C(=O)NCc2ccc(F)cc2)cc2oc3ccccc3c21 | ?
Cn1cnc2c1c(=O)n(CC(=O)NCC1(c3ccccc3)CC1)c(=O)n2C | -2.7%
CNC(=O)[C@@H]1CN(C(=O)c2cc3cc(OC)ccc3[nH]2)C[C@H]1COC | 31.6µM*
